aSyn tox rescue: rescues yeast growth from alpha-synuclein toxicity; S. cerevisiae alpha-synuclein toxicity rescue, BacTiter-Glo growth, 24 h; Potency, µM (doses to about 46.1 µM), without a hit: at the highest dose growth rescue (activation), actives largely listed as activators; 94,000 tested, 0.02% active; AID 1347070; active = well fitted activation curve with a large enough effect; note: 0% is about no effect
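Growth restoration measured by BacTiter-Glo luminescence after 24 hr at 30 deg C; alpha-synuclein yeast, raffinose-pregrown to mid-log, were added at OD600=0.02 in galactose medium onto pinned compounds.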
* = called active by the depositor; [ ] = dose if it differs, or a comment. Potency is the fitted concentration of half-maximal effect. An excerpt. The share of hits here may be higher or lower than overall.

A first look, four compounds:
SMILES | aSyn tox rescue
CC(=O)c1c(C)n(C2CCCCC2)c2ccc(O)cc12 | -19%
COc1ccc(C(=O)CC(c2ccc3c(c2)OCO3)c2c(O)c3ccccc3oc2=O)cc1OC (stereo not given) | 2%
CC1=C(C(=O)O)N2C(=O)C(NC(=O)Cc3ccccc3)C2SC1 (stereo not given) | 1%
COCCCn1c(N)c(C(=O)Nc2ccccc2)c2nc3ccccc3nc21 | 11%

Results, previewed entries included:
SMILES | aSyn tox rescue
CC(=O)c1c(C)n(C2CCCCC2)c2ccc(O)cc12 | -19%
COc1ccc(C(=O)CC(c2ccc3c(c2)OCO3)c2c(O)c3ccccc3oc2=O)cc1OC (stereo not given) | 2%
CC1=C(C(=O)O)N2C(=O)C(NC(=O)Cc3ccccc3)C2SC1 (stereo not given) | 1%
COCCCn1c(N)c(C(=O)Nc2ccccc2)c2nc3ccccc3nc21 | 11%
CCNC(=O)N1Cc2ccccc2-n2nncc2C1 | 4%
N#Cc1cc([N+](=O)[O-])ccc1NC(=O)c1cccn(Cc2cccc(F)c2)c1=O | -5%
C[N+]1(C)[C@@H]2CC[C@H]1CC(OC(=O)[C@@H](CO)c1ccccc1)C2 (stereo not given in full) | -5%
COc1ccc(CNCCc2c(C)[nH]c3ccc(OC(F)(F)F)cc23)c(OC)c1 | -17%
O=C(Nc1ccc(F)cc1)N1Cc2ccccc2-n2nncc2C1 | -7%
CN1CCC(c2c[nH]c3ccccc23)C1 (stereo not given) | -7%
O=C(Nc1ccc(Br)cc1C(=O)c1ccccc1Cl)c1ccc(Br)cc1 | 5%
Cn1c(O)c(C=NCCN2CCOCC2)c(=O)[nH]c1=S | 3%
O=c1c2ccccc2nc(/C=C/c2cccc3ccccc23)n1-c1ccc(Cl)cc1 | -11%
CCCC12CN3CC(C)(CN(C1)C3c1ccccn1)C2=O (stereo not given) | -1%
CSc1ccc(/C=C/c2nc3ccccc3c(=O)n2-c2cccc(Cl)c2C)cc1 | -1%
COC(=O)C1=C(c2ccc(OCc3ccccc3)cc2)C[C@@H]2CC[C@H]1N2C(=O)NCc1ccc(C(C)(C)C)cc1 | 2%
Cc1nn(CC(C)C)c(Cl)c1C(=O)NC1CCCC1 | 3%
CSc1ccc(C(=O)C2CCCN(Cc3cc4ccccc4[nH]3)C2)cc1 (stereo not given) | 7%
CC(C)(C)c1ccc(C(=O)Nc2ccc(Cl)cc2C(=O)c2ccccc2)cc1 | 4%
C=CCNC(=S)Nc1ccc(OC(=O)Nc2ccc(Cl)c(Cl)c2)cc1 | -45%[inhibitor]
CC1(C)C(C(=O)N2CCN(C(=O)c3ccccc3)CC2)C1(C)C | -2%
CC12CCC(=O)C=C1CCC1C2CCC2(C)C(O)CCC12 (stereo not given) | -6%
Cc1cccc(-n2c(CC3C(=O)Nc4ccc(C)cc43)nc3ccccc3c2=O)c1 (stereo not given) | 10%
O=C(O)c1ccc(/C=C/c2nc3ccccc3c(=O)n2-c2ccc(Br)cc2)cc1 | 13%
Cc1onc(-c2c(Cl)cccc2Cl)c1/C(N)=N/OC(=O)N(C)C | 6%
CCOc1cccc(OCC)c2c(C)[n+](CC3CCCO3)c(C)c1-2 (stereo not given) | -11%
CC(=O)c1ccc(NC2=NCCCS2)cc1 | 2%
Cc1ccc(-n2c(O)c(/C=N/Nc3ccccc3)c(=O)[nH]c2=O)cc1C | 13%
N=C1SCC(=O)N1Cc1ccccc1 | 1%
CCCCOC1OCN(C2CCCCC2)CC1(C)C (stereo not given) | -8%
CC(C)N=C(NC(C)C)N1CC1 | 15%
CC1(C)CN=C(Nc2ccc(F)c(F)c2)S1 | 4%
OC(CN1CC=C(c2ccccc2)CC1)c1ccccc1 (stereo not given) | -8%
COC(=O)C1=C(c2ccc(OCc3ccccc3)cc2)C[C@@H]2CC[C@H]1N2C(=O)NCCc1ccc(F)cc1 | -9%
Cn1c(O)c(C=NC2CCN(Cc3ccccc3)CC2)c(=O)n(C)c1=O | 5%
COc1ccc(CCNC2(C#N)CCCCC2)cc1OC | -5%
CCC(C(=O)Nc1ccccc1F)N1C(=O)CN=C(c2ccccc2)c2ccccc21 (stereo not given) | -3%
Cc1ccc(OCCn2cccc2/C=C2/C(=O)NC(=O)N(Cc3ccco3)C2=O)cc1 | 4%
COC(=O)c1cn(Cc2ccc(F)cc2)c2ccccc12 | 12%
CN(C)C(=O)Oc1ccnc2cc(Cl)ccc12 | 13%
CCc1ccc(-n2nc(C)c3c2NC(=O)CSC3c2ccc(OC)cc2OC)cc1 (stereo not given) | -8%
C[C@H]1O[C@@H](OC2CC[C@]3(C=O)[C@H]4CC[C@]5(C)[C@@H](C6=CC(=O)OC6)CC[C@]5(O)[C@@H]4CC[C@]3(O)C2)CC2OC(C)(C)OC21 (stereo not given in full) | 6%
O=c1[nH]c(=S)n(C2CC2)c(O)c1C=Nc1ccc2c(c1)OCO2 | -2%
CN(C/N=C(\N)N[N+](=O)[O-])S(=O)(=O)c1ccccc1 | -1%
Cc1nc2ccccc2c(=O)n1-c1c(Cl)cccc1Cl | 11%
COC(=O)c1ccccc1N=Cc1c(O)[nH]c(=S)[nH]c1=O | 8%
O=C1NC(=O)N(c2ccccc2F)C(=O)/C1=C/c1cn(CC(=O)N2CCOCC2)c2ccccc12 | -8%
Cc1nnc(NC(=O)c2cccn(Cc3ccccc3F)c2=O)s1 | 1%
Cn1c(O)c(/C=C2\N=c3ccccc3=C2CCNC(=S)NC2CC2)c(=O)n(C)c1=O | 2%
COc1ccc(OCC(=O)N2CCN(CCc3ccncc3)CC2)cc1 | -3%
Continued:
SMILES | aSyn tox rescue
Cc1ccccc1-n1c(C)nc2ccsc2c1=O | 0%
O=c1[nH]c(=O)n(Cc2ccco2)c(O)c1/C=N/N1CCCCCC1 | 9%
CC1CN=C(Nc2ccc(F)c(Cl)c2)S1 (stereo not given) | 1%
COCCNCCOc1ccc(C(C)(C)c2ccccc2)cc1 | -1%
CC(=O)Nc1nnc(CCN(CCc2nnc(NC(C)=O)s2)[N+](=O)[O-])s1 | -3%
Cc1[nH]c2ccc(OC(F)(F)F)cc2c1CCNCc1ccc(Cl)cc1 | -21%
Cc1ccc(NC2=NCCCS2)cc1Cl | 4%
COc1cccc(CC(=O)N2CCN(Cc3cccc(Cl)c3)CC2)c1 | -10%
O=c1[nH]c(=O)n(C2CCCCC2)c(O)c1/C=C/C=Nc1ccccc1 | -5%
Cc1ccc(-n2c(O)c(C=NCCCn3ccnc3)c(=O)[nH]c2=O)cc1 | 2%
CC(C(=O)c1ccccc1)N1C(=O)c2ccccc2C1=O (stereo not given) | 11%
Nc1c(C(=O)Nc2ccc(Cl)c(C(F)(F)F)c2)sc2nc3c(cc12)N1CCC3CC1 | -13%
Cc1cc(C(=O)O)c(C)n1C1CC1 | 18%
Cc1cccc(OC(C)C(=O)NCC2(N(C)C)CCCCC2)c1C (stereo not given) | 0%
COc1cc2c(cc1O)CC1c3c(cc(O)c(OC)c3-2)CCN1C (stereo not given) | -2%
O=c1[nH]c(=O)n(-c2ccccc2F)c(O)c1C=NCCC1=CCCCC1 | -1%
O=c1[nH]c(O)c(C=NC2CCCCC2)c(=O)[nH]1 | 6%
Cc1ccc(NC(=O)CN2C(=O)CN=C(c3ccccc3)c3ccccc32)cc1 | 2%
COc1ccc(C(=O)C2CCCN(Cc3cnc(C)s3)C2)c(OC)c1 (stereo not given) | 0%
Clc1cccc(NC2=NCCS2)c1 | -3%

Overlap with the part before: two entries, followed by the next part.
SMILES | aSyn tox rescue
COc1ccc(C(=O)C2CCCN(Cc3cnc(C)s3)C2)c(OC)c1 (stereo not given) | 0%
Clc1cccc(NC2=NCCS2)c1 | -3%
Cc1ccc(-n2c(/C=C\c3ccc(F)c(F)c3)nc3ccccc3c2=O)c(C)c1 | -10%
Cc1ncoc1C(=O)NCC1=C(c2cccc3ccccc23)C[C@@H]2CC[C@H]1N2Cc1ccco1 | 2%
COc1cccc(C2SCC(=O)Nc3c2c(C)nn3-c2ccc(C)c(Cl)c2)c1OC (stereo not given) | -5%
Nc1c(C(=O)Nc2ccc(F)c(Cl)c2)sc2nc3c(cc12)N1CCC3CC1 | -3%
S=P(Nn1cnnc1)(c1ccc(Br)cc1)c1ccc(Br)cc1 | 0%
Oc1ccccc1C1NCc2ccccc2-n2cccc21 (stereo not given) | 1%
C[N+]1(CC2COC(c3ccco3)O2)CCCCC1 (stereo not given) | 3%
Cc1cccc(Cn2cccc(C(=O)Nc3ccc(F)cc3F)c2=O)c1 | -11%
Cc1ccc(-n2c(/C=C\c3ccc(F)cc3)nc3ccccc3c2=O)cc1Cl | 1%
CC=CC(C)=CC(C)C(=O)CC(O)CC1CC(=O)NC(=O)C1 (stereo not given) | -54%[inhibitor]

4 entries from above, reformatted:
smiles	aSyn tox rescue
C[N+]1(CC2COC(c3ccco3)O2)CCCCC1 (stereo not given)	3%
Cc1cccc(Cn2cccc(C(=O)Nc3ccc(F)cc3F)c2=O)c1	-11%
Cc1ccc(-n2c(/C=C\c3ccc(F)cc3)nc3ccccc3c2=O)cc1Cl	1%
CC=CC(C)=CC(C)C(=O)CC(O)CC1CC(=O)NC(=O)C1 (stereo not given)	-54%[inhibitor]

(next part)
SMILES | aSyn tox rescue
CCSc1nnc(NC(=O)c2cccn(Cc3ccccc3Cl)c2=O)s1 | 0%
CCc1n[nH]c(CCN)n1 | -8%
O=P(O)(Oc1ccccc1)OC(c1ccccc1)C(F)(F)F (stereo not given) | -6%
Cc1nn(Cc2ccccc2)c(C)c1C(=O)OCC(=O)Nc1cc(S(C)(=O)=O)ccc1Cl | -6%
c1ccc(-c2ccc(CN3Cc4ccccc4-n4nncc4C3)cc2)cc1 | 14%
O=S(=O)(c1ccccc1)N1Cc2ccccc2-n2nncc2C1 | -4%
CN(C)P(=S)(Nc1ccccc1)C(Cl)(Cl)Cl (stereo not given) | -6%
COc1ccc(CN2C(=O)NC(=O)/C(=C\c3cccc(OC)c3OC)C2=O)cc1 | 3%
CC(=O)OC1(c2ccccc2)CCN(C2CCCCC2)CC1C (stereo not given) | 5%
CN1CCN(/N=C/c2c(O)n(C)c(=O)n(C)c2=O)CC1 | 5%
Cc1ccccc1NC(=O)NCCN1CC1 | 5%
O=c1[nH]c(O)c(Cc2ccc3c(c2)OCO3)c(=O)[nH]1 | -3%
NC1CC2CCCCC2CC1(O)c1ccccc1 (stereo not given) | 2%
CCCCC/C(=N/O)c1c(C)[nH]c2ccccc12 | 7%
Cc1c(C(c2ccc(Br)cc2)c2c(O)c3ccccc3oc2=O)c(=O)n(-c2ccccc2)n1C (stereo not given) | -3%
Cc1cccc(OCC(=O)N2CCN(CCc3ccccn3)CC2)c1 | 0%
CN(C)c1ccc(C=C2C(=O)NC(=O)NC2=O)cc1[N+](=O)[O-] | -5%
CC(=O)N1CC(=O)Nc2ccc(F)cc2C1c1ccccc1 (stereo not given) | -1%
CCOc1ccc(CN(CCc2ccc3c(c2)OCO3)Cc2cccc(OC)c2)cc1 | -8%
Cc1ccc2nc(C)n(-c3ccc(F)cc3)c(=O)c2c1 | 6%

Three compounds drawn at random from those above, as already listed:
SMILES | aSyn tox rescue
O=c1[nH]c(O)c(Cc2ccc3c(c2)OCO3)c(=O)[nH]1 | -3%
CN(C)c1ccc(C=C2C(=O)NC(=O)NC2=O)cc1[N+](=O)[O-] | -5%
NC1CC2CCCCC2CC1(O)c1ccccc1 (stereo not given) | 2%

Further results.
SMILES | aSyn tox rescue
CCOc1ccc(-c2cc(C(=O)N3CCC4(CC3)OCCO4)c3ccccc3n2)cc1 | -6%
CS(=O)(=O)c1ccc(C2=C(CNC(=O)c3nccs3)[C@H]3CC[C@@H](C2)N3Cc2ccccc2)cc1 | 0%
CN1CCCCC1c1ccc(-c2cccnc2)nc1 (stereo not given) | -1%
CCCCC(CC)CNCC(O)c1ccccc1 (stereo not given) | 0%
N#CC(C#N)=Cc1ccc(C=C(C#N)C#N)cc1 | 4%

Screening data as filed in PubChem BioAssay.
